HIV peptide binding: cell-free HIV fusion peptide-binding blockers – biochemical, uHTS, fluorescence dequenching, primary screen (AID 1986) | inhibition, % at 20 µM; hits with a dose series show IC50 in µM | cell-free peptide binding, fluorescence dequenching, 30 min; higher % means a stronger effect | hit rate 0.3% among 290,000; in the data active = inhibition mostly above about 52%, no sharp cut-off; inactive = mostly below about 76%; also: some results filed as inactive read as strong as hits
GPR55 antagonists: inhibition of LPI-stimulated GPR55 beta-arrestin translocation – imaging, U2OS, beta-arrestin-GFP, LPI agonist, primary screen (AID 2013); hit rate 0.13% among 290,000; inhibition, % at 10 µM, or IC50 in µM where a hit was titrated; U2OS GPR55 beta-arrestin-GFP translocation imaging, LPI antagonism; higher % means a stronger effect;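 active = spots per cell inhibited over 60%, with over 100 cells counted and total cytoplasm intensity under 500,000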;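 also: U2OS cells stably carrying GPR55 and arrestin-GFP stimulated by 5 µM LPI near EC80; imaged beta-arrestin-GFP aggregate spots per cell after agonist stimulation; plate controls were LPI-stimulated DMSO wells for no effect and DMSO wells without LPI for full effect; some results filed as inactive read as strong as hits; confirmed hits need IC50 under 10 µM and bright autofluorescent wells are also inconclusive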
KOR beta-arrestin-1: KOR agonists, beta-arrestin recruitment, primary screen, cell-based, luminescence, uHTS (AID 1777) | KOR beta-arrestin recruitment, luminescence; higher % means a stronger effect | activation, % at 10 µM, or EC50 in µM where a hit was titrated | hit rate 0.02% among 280,000; in the data active = activation above about 50%, passing the limit was not always enough; also: a part of the inactive calls stands beside numbers as strong as those of hits
HEK293 NOD2/NF-kB: inhibition of NOD2-driven NF-kB reporter – cell-based, luminescence, uHTS, HEK293 (AID 1566). hit rate 0.63% among 290,000. one-dose inhibition, % at 4 µM; EC50 in µM for titrated hits. HEK293 NOD2/NF-kB luciferase reporter, luminescence; higher % means a stronger effect; also: many of its hits are not listed in these tables
NOD1 inhibition: inhibition of NOD1-driven NF-kB reporter – cell-based, luminescence, uHTS, primary screen (AID 1578); inhibition, % at 4 µM, or EC50 in µM where a hit was titrated; hit rate 1% among 290,000; NOD1-driven NF-kB luciferase reporter cells, luminescence; higher % means a stronger effect; in the data active = inhibition mostly above about 36%, no sharp cut-off; inactive = mostly below about 34%;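 also: HEK-293T reporter cells stimulated with the NOD1 agonist gamma-tri-DAP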
Rac1 GTP hydrolysis: MgcRacGAP GTPase-activating activity inhibitors, confirmation, biochemical, ADP Hunter fluorescence; inhibition, % at 30 µM; hits with a dose series show IC50 in µM; AID 624330; MgcRacGAP-stimulated Rac1 GTP hydrolysis, ADP Hunter fluorescence; higher % means a stronger effect; GST-tagged Rac1 F28L mutant substrate; hit rate 0.6% among 340,000;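 active = first-screen hits whose inhibition reached a set limit at any dose in the follow-up dose series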;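 also: fluorescence reports GDP produced by GAP-driven GTP hydrolysis; strong numbers were not always called active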
SV40 large T antigen: SV40 large T antigen inhibitors, biochemical (AID 1903). hit rate 0.39% among 310,000. inhibition, % at 20 µM; hits with a dose series show IC50 in µM. SV40 large T antigen ATPase/helicase inhibition assay; higher % means a stronger effect; in the data active = a potency from the dose series; also: strong numbers were not always called active
GPR55 activation: selective activators of receptor GPR55 – imaging, U2OS cells, beta-arrestin-GFP redistribution, primary screen (AID 1961); U2OS GPR55 beta-arrestin-GFP redistribution imaging; higher % means a stronger effect; activation, % at 10 µM; hits with a dose series show EC50 in µM; hit rate 0.048% among 290,000;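 active = activation above 40% with more than 50 cells counted in the well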;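 also: U2OS osteosarcoma cells stably expressing GPR55 and beta-arrestin-GFP; plate controls were DMSO negative control for no effect and LPI positive control for full effect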
KOR beta-arrestin-2: KOR antagonists, beta-arrestin recruitment, cell-based, luminescence, uHTS (AID 1778). hit rate 0.091% among 290,000. inhibition, % at 10 µM, or IC50 in µM where a hit was titrated. KOR beta-arrestin recruitment, luminescence, antagonist mode; higher % means a stronger effect; also: strong numbers were not always called active
Active calls of the source: *; . = not tested or not shown; [ ] = another dose, or the depositor's remark. Rule as the data show it, unless noted: active = inhibition above about 50%; inactive = the rest.

SMILES	HIV peptide binding	GPR55 antagonists	KOR beta-arrestin-1	HEK293 NOD2/NF-kB	NOD1 inhibition	Rac1 GTP hydrolysis	SV40 large T antigen	GPR55 activation	KOR beta-arrestin-2
COc1ccc(-c2nn(-c3ccccc3)cc2/C=N/NC(=O)c2ccc3c(c2)OCO3)cc1	-1.2%	18%	-1.2%	-87%	4%	.	-4%	0.3%	-12%
O=C(CCSc1ccccc1)Nc1ccccc1Br	0.4%	1%	0.8%	-40%	-22%	-3%	4%	-0.3%	-9%
N#Cc1nc(COc2ccccc2Cl)oc1NCc1ccco1	7.6%	4%	0.0%	17%	27%	2%	15%	0.1%	16%
Cc1ccccc1OCC(=O)Nc1ccc(NC(=O)c2ccco2)cc1	-0.5%	18%	-12%	11%	-38%	7%	-8%	-0.1%	0%[20 µM]
O=C(CCC(=O)N(CC(=O)NC1CCCCC1)c1ccc(F)cc1)Nc1ccccn1	0.8%	10%	1.1%	11%	-11%	3%	8%	0.0%	-23%
O=C(c1ccc(Cl)nc1)N1CCN(S(=O)(=O)c2ccc(Cl)cc2)CC1	0.3%	6%	0.9%	21%	-24%	8%	-1%	0.0%	23%
Cc1ccc(OC(=O)COc2ccccc2C)cc1	-1.4%	13%	-3.2%	-2%	-12%	9%	9%	0.3%	14%
COc1cc(/C=N\Nc2cc(=O)n(C)c(=O)n2C)ccc1O	10%	-4%	-1.5%	9%	-10%	34µM*	24µM*	0.1%	-23%
Cc1cc2oc(C(=O)Nc3c(C)n(C)n(-c4ccccc4)c3=O)c(C)c2cc1Cl	-0.1%	2%	4.0%	-8%	-32%	5%	7%	-0.5%	-120%
S=C(NCc1ccco1)Nc1ccccn1	-2.0%	-12%	-3.8%	14%	-16%	5%	6%	0.4%	9%
CCOc1ccc2nc(NC(=O)C3=NN(c4ccccc4)C(=O)CC3)sc2c1	-0.2%	-4%	-7.9%	-6%	-10%	0%	12%	-0.4%	10%
CCOC(=O)NC(Nc1ccc(S(N)(=O)=O)cc1)(C(=O)OCC)C(F)(F)F (configuration not stated)	-1.9%	0%	.	13%	5%	-1%	-1%	-0.1%	-41%
O=C(N/N=C/c1ccncc1)c1nn(Cc2ccccc2)c(=O)c2ccccc12	-1.5%	8%	-2.3%	14%	-27%	8%	2%	0.1%	8%
CC(C)CC(=O)c1c[nH]c(C(=O)NCc2cccs2)c1	-0.7%	0%	-0.4%	4%	-19%	1%	22%	-0.2%	-28%
CCOCCCNC(=O)C(NC(=O)CNC(C)=O)c1ccc(Cl)cc1 (configuration not stated)	1.3%	14%	0.1%	-7%	-11%	5%	-4%	0.3%	-13%
COc1ccccc1C(=O)NNC(=O)C(=O)Nc1ccc(C)cc1	-0.7%	-13%	-1.9%	18%	8%	2%	6%	-0.2%	-18%
COc1ccc(/C=C/C(=O)OCC(=O)c2c(C)[nH]c3ccccc23)cc1OC	-0.8%	7%	11%	6%	10%	7%	0%	0.2%	-43%
COc1ccccc1-n1nnnc1SCC(=O)Nc1ccccn1	1.3%	-6%	-4.9%	18%	5%	5%	14%	-0.2%	-2%
CC12CC3CC(C)(C1)CC(C(O)CN1CCOCC1)(C3)C2 (configuration not stated)	-1.8%	7%	0.5%	-12%	14%	12%	3%	0.2%	-12%
CC[C@@]12C(=O)N(c3ccccc3)C(=O)N1[C@H](c1cccc(C)c1)[C@@H]1C(=O)N(Cc3ccccc3)C(=O)[C@@H]12	1.4%	5%	-5.5%	13%	5%	7%	20%	-0.2%	4%[20 µM]
O=C(CSc1nnc2ccccn12)Nc1cccc(-c2nc3ccccc3s2)c1	-4.4%	12%	-0.1%	-6%	-49%	7%	1%	-0.2%	20%
CCCN1CCc2c(sc(NC(=O)CCS(=O)(=O)c3ccccc3)c2C(N)=O)C1	1.6%	-3%	5.4%	10%	8%	1%	10%	-0.1%	-25%
COc1ccc(CNS(=O)(=O)c2ccccc2Br)cc1	-0.6%	1%	-5.4%	8%	3%	.	-2%	0.0%	2%
Cc1sc2ncn3ncnc3c2c1C	-0.9%	-4%	-3.1%	37%	45%	6%	4%	0.2%	-62%
CC1(C)C2CCC1(C)C(NC(=O)/C=C/c1ccccc1)C2 (configuration not stated)	-1.9%	14%	-1.3%	9%	-3%	2%	3%	2.3%	6%
Cc1ccc(NC(=O)COC(=O)c2ccc([N+](=O)[O-])o2)cc1S(=O)(=O)N1CCCCCC1	-1.0%	16%	-2.5%	7%	-25%	-2%	36%	0.6%	6%
O=Cc1c(Nc2ccccc2Cl)nc2ccccn2c1=O	-0.4%	13%	3.1%	-4%	-35%	0%	10%	-0.2%	-25%[20 µM]
O=C(c1cccs1)N1CCN(CCCc2ccccc2)CC1	-0.9%	3%	-0.4%	-14%	-18%	18%	24%	-0.1%	22%
COc1ccc(N2CCN(C(=O)c3c(-c4ccccc4)noc3C)CC2)cc1	-1.7%	19%	4.0%	13%	-28%	18%	12%	-0.1%	6%
CSc1nc2c(cc1C#N)CCCCC2	-2.1%	2%	2.8%	6%	-26%	6%	2%	-0.2%	.
COc1ccc(-c2noc(CCCC(=O)N3CCOCC3)n2)cc1	1.6%	3%	-7.1%	9%	-30%	4%	7%	-0.4%	13%
O=C(Nc1ccnn1C1CCN(Cc2c[nH]c3ccccc23)CC1)c1ccccc1	1.1%	24%	-0.3%	22%	-15%	6%	15%	-0.2%	-35%
CCOC(=O)COc1ccc2c(c1)c(C(C)=O)c(C)n2-c1ccccc1	-0.6%	7%	-3.0%	-5%	-21%	.	-1%	0.3%	12%
O=C(O/N=C1\CCCc2ccccc21)c1cccc(Cl)c1	0.6%	-1%	-1.2%	-3%	-25%	5%	1%	-0.4%	18%
CCc1ccccc1NC(=O)CCC(=O)N1CCSc2ccccc21	-1.1%	4%	0.1%	15%	-3%	3%	.	-0.3%	-7%[20 µM]
O=C(Oc1ccc(C(=S)N2CCOCC2)cc1)c1ccc(F)cc1	2.2%	-10%	-0.2%	9%	24%	9%	11%	0.2%	-7%
CC1CC(C)CN(S(=O)(=O)c2cc3c4c(c2)C(C)C(=O)N4CCC3)C1 (configuration not stated)	-0.9%	8%	-3.9%	12%	-22%	12%	4%	-0.1%	-6%
COCC(=O)n1nc(-c2ccccc2)nc1NCc1cccs1	-1.0%	7%	-4.8%	-12%	-18%	0%	10%	-0.2%	5%
CCn1c(NC(=O)c2ccco2)c(-c2ccccc2Cl)c(=O)c2ccccc21	1.5%	-11%	-2.9%	19%	-14%	5%	-2%	0.1%	-15%
Cc1nonc1NC(=O)CSc1nc(CCC2CCCC2)nc2ccccc12	0.5%	7%	-1.7%	-40%	-3%	-3%	14%	-1.5%	11%
Cc1ccc(NC(=S)Nc2ccc3cn[nH]c3c2)c(C)c1	-1.8%	2%	-4.0%	25%	-3%	20%	14%	-0.4%	3%
CCC1(C)Cc2c(sc3nnn(CC(=O)Nc4ccccc4C)c(=O)c23)CO1 (configuration not stated)	-0.6%	-1%	-3.3%	14%	8%	4%	12%	-0.1%	14%
O=C(CCc1ccccc1)Nc1ccc(NS(=O)(=O)c2ccccc2)cc1	-1.5%	18%	-4.2%	10%	-1%	-5%	26%	-0.1%	8%
O=C(COc1cccc2ccccc12)NNC(=O)c1cccs1	-0.6%	8%	2.7%	-22%	4%	7%	2%	-0.1%	-27%
Cc1ccc(C(=O)NCCc2c[nH]c3ccccc23)c(C)c1	-0.8%	-1%	19%	-57%	51%	12%	0%	0.5%	-2%
CCOC(=O)CC(=O)CSc1nc(N)c(C#N)c(-c2ccc(Cl)cc2)c1C#N	-1.6%	6%	2.5%	6%	-22%	4%	48%	-0.2%	-3%
CCOC(=O)c1cccc(NC(=O)CSc2nnc(-c3cccnc3)n2C)c1	1.6%	-3%	-0.7%	-6%	.	9%	3%	0.3%	25%
COc1ccc(/C=N/N2C(C)CCCC2C)cc1O (configuration not stated)	-0.2%	4%	0.3%	-17%	-5%	.	5%	-0.1%	-27%
N/C(=N\c1nc(CSc2nnnn2-c2ccccc2)cc(=O)[nH]1)Nc1ccccc1	1.8%	3%	-11%	8%	-19%	.	7%	0.3%	-40%[20 µM]
N=c1c(C(=O)NCCN2CCOCC2)cc2c(=O)n3ccccc3nc2n1Cc1ccc(F)cc1	-0.3%	24%	3.6%	22%	-7%	13%	18%	-0.2%	22%
O=C(O)c1ccccc1C(=O)Nc1ccc(-c2csc(-c3ccccc3)n2)cc1	-0.8%	7%	-3.0%	-29%	-22%	12%	30%	-0.4%	-14%
CC(=O)N[C@@H](Cc1c[nH]c2ccccc12)C(=O)OCC(=O)NCc1ccc2c(c1)OCO2	-1.8%	2%	-6.9%	8%	-13%	6%	-3%	0.2%	2%
Nc1ccc(C(=O)Nc2ccc3nc(-c4ccncc4)[nH]c3c2)cc1	-0.8%	-13%	-4.2%	10%	-24%	9%	2%	-0.1%	9%[20 µM]

Gathered by group: the compounds so far containing an NH in an aromatic ring
SMILES	HIV peptide binding	GPR55 antagonists	KOR beta-arrestin-1	HEK293 NOD2/NF-kB	NOD1 inhibition	Rac1 GTP hydrolysis	SV40 large T antigen	GPR55 activation	KOR beta-arrestin-2
CC(C)CC(=O)c1c[nH]c(C(=O)NCc2cccs2)c1	-0.7%	0%	-0.4%	4%	-19%	1%	22%	-0.2%	-28%
COc1ccc(/C=C/C(=O)OCC(=O)c2c(C)[nH]c3ccccc23)cc1OC	-0.8%	7%	11%	6%	10%	7%	0%	0.2%	-43%
O=C(Nc1ccnn1C1CCN(Cc2c[nH]c3ccccc23)CC1)c1ccccc1	1.1%	24%	-0.3%	22%	-15%	6%	15%	-0.2%	-35%
Cc1ccc(NC(=S)Nc2ccc3cn[nH]c3c2)c(C)c1	-1.8%	2%	-4.0%	25%	-3%	20%	14%	-0.4%	3%
Cc1ccc(C(=O)NCCc2c[nH]c3ccccc23)c(C)c1	-0.8%	-1%	19%	-57%	51%	12%	0%	0.5%	-2%
N/C(=N\c1nc(CSc2nnnn2-c2ccccc2)cc(=O)[nH]1)Nc1ccccc1	1.8%	3%	-11%	8%	-19%	.	7%	0.3%	-40%[20 µM]
CC(=O)N[C@@H](Cc1c[nH]c2ccccc12)C(=O)OCC(=O)NCc1ccc2c(c1)OCO2	-1.8%	2%	-6.9%	8%	-13%	6%	-3%	0.2%	2%
Nc1ccc(C(=O)Nc2ccc3nc(-c4ccncc4)[nH]c3c2)cc1	-0.8%	-13%	-4.2%	10%	-24%	9%	2%	-0.1%	9%[20 µM]

Assay outcomes: PubChem BioAssay, several laboratories

Only part of the results is shown; count on the stated rates, not on these rows.
